Screening data (PubChem)
Insulin prom up – insulin promoter activators in MIN6 cells, imaging, high-content screening, mouse beta cells; MIN6 insulin promoter-GFP reporter; stronger effect = higher value; 0.3% of 190,000 active; z-score at 5 µM; AID 1625, 2009;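 active = z-score above 3 at 5 µM with at least 500 cells counted in the well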
Autophagy HCS – autophagy modulators in MEF cells, primary screen, imaging, high-content, MEF GFP-LC3; MEF GFP-LC3 puncta imaging; test concentration mostly 10 µM; calls only at 10 µM (by protocol); 0.98% of 190,000 active; AID 463193, 2010;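 active = percentage of spot-positive cells more than 3 SD above its plate mean, without a fluorescence outlier flag or 80% toxicity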;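 also: spot-positive cell cutoff set from DMSO-treated cells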
WT yeast gro inh – growth inhibition of WT strain, primary screen, mitochondrial fusion inhibitor project, WT and mutant strains, chemical genetic; AID 1362, 2008; mitochondrial fusion phenotypic screen; inhibition, % at 10 µM; 2.1% of 190,000 active; in the data active = inhibition above about 58%; tested in S. cerevisiae
bCat nuc transl – modulators of beta-catenin nuclear translocation, primary screen, imaging, HeLa cells, immunofluorescence, high-content | nuclear translocation activity, % at 5 µM | AID 1665, 2009 | 0.3% of 190,000 active;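 active = nuclear translocation activity above 50% at 5 µM, with a well cell count of 50 or more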;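 also: per-cell ratio of nuclear to cytoplasmic median beta-catenin stain intensity; plate controls were DMSO negative control for no effect and GSK-3 inhibitor IX positive control for full effect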
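Test system: human HeLa cells, native beta-catenin. Compound dosing: 5 µM primary single dose, 0.1% DMSO, 0.02–20 µM confirmation series. Incubation: compound exposure 24 h at 37°C. Detection: beta-catenin immunostaining with DAPI counterstain, 20x imaging, 6 fields/well. Read-out basis: Nuclear/cytoplasmic beta-catenin signal ratio, % activation.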
XIAP displacement – XIAP antagonists, biochemical, IAP family, fluorescence polarization (AID 1018); E3 ubiquitin-protein ligase XIAP (Homo sapiens); XIAP BIR domain, fluorescence polarization peptide displacement; higher % means a stronger effect; one-dose displacement, % at 20 µM; IC50 in µM for titrated hits; 0.007% of 200,000 active; in the data active = displacement above about 50%; also: a part of the inactive calls stands beside numbers as strong as those of hits
Dynein transport – inhibitors of GR-EGFP nuclear translocation, primary screen, dynein cargo transport inhibitor project, imaging, high-content, 3617.4 mouse cells. test concentration mostly 20 µM; stimulated with dexamethasone, 1 µM; stronger effect = lower value. z-score, hits read low. 0.47% of 220,000 active. AID 1381, 2008;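 active = plate z-score of nuclear minus cytoplasmic receptor signal below a set negative limit, without overly bright fluorescence or cell loss, cut at about -3.5 in these data, passing the limit was not always enough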;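 also: z-score of nuclear minus cytoplasmic ring GR-EGFP intensity difference per well; some compounds called inactive have numbers as strong as hits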
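Buffer or medium: Induction medium lacking tetracycline, stripped serum | Also added: Dexamethasone agonist, 1.0 µM final, for 30 min | Timing: 48 h induction, 1 h compound, 30 min dex at 37 °C | Detection: Formaldehyde fixation, Hoechst nuclear stain, 10x automated fluorescence imaging | Measure: Nuclear versus cytoplasmic GR-EGFP signal, averaged per well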
Hep lipid drop – inhibitors of hepatocyte lipid droplet formation, primary screen, imaging, high-throughput imaging, BODIPY stain; AML12 mouse hepatocytes, oleate lipid droplets; inhibition, % at 6.5 µM; 0.4% of 240,000 active; AID 1656, 2009;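 active = lipid droplet intensity inhibited by at least 50%, with more than 500 cells counted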
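material = mouse AML12 hepatocyte cell line, fixed after treatment | also added = 100 µM oleic acid challenge | doses = compound at 6.5 µM only | schedule = overnight exposure | technique = Image-based BODIPY and DAPI two-channel analysis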
MT stabilizer – microtubule stabilizers in HeLa cells, primary screen, imaging, high-content imaging; HeLa tubulin immunostaining HCS, 24 h; share of cells brighter than vehicle mean+2SD; % tubulin-high responders, % at 10 µM; 0.83% of 200,000 active; AID 2205, 2009;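 active = plate Z-score above 3 for both tubulin-high and condensed-nucleus cell shares, with cell loss under 80%, at 10 µM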;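 also: anti alpha tubulin signal scored within the nucleus-defined area of each cell; some results filed as inactive read as strong as hits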
ER stress rescue – rescue of cells from ER stress-induced death, primary screen, 384-well, CSM14.1, thapsigargin, ATP luminescence (AID 1222); 190,000 tested, under 10 active; cellular ATP content (survival), % at 20 µM, or EC50 in µM where a hit was titrated; CSM14.1 thapsigargin-induced death rescue, ATP luminescence; higher % means a stronger effect;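 active = EC50 below 50 µM in the dose-response confirmation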;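 also: death triggered by thapsigargin at about 15 µM added after 2 h compound pretreatment; cell ATP read after overnight thapsigargin exposure of roughly 18 to 22 hours; normalized against plate controls of thapsigargin alone and 5% DMSO vehicle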
WT yeast gro inh mutant strain – recorded beside WT yeast gro inh, whose call it bears; inhibition, %; mitochondrial fusion phenotypic screen, mutant strain inhibition
Dynein transport cytoplasmic EGFP – further read-out of Dynein transport, marked with its call; z-score; measured here: cytoplasmic GR-EGFP intensity; stronger effect = higher value
Dynein transport nuclear GR-EGFP – second read-out of Dynein transport, no call of its own (marks repeat the call); z-score; measured here: nuclear GR-EGFP intensity;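 lower value marks the stronger effect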
Dynein transport cell count – second read-out of Dynein transport, no call of its own (marks repeat the call); z-score; measured here: cell count per field
Insulin prom up cell count – further read-out of Insulin prom up, marked with its call; cell count; measured here: cytotoxicity, nuclei count;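 total cells summed across four imaged fields per well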
Hep lipid drop cells 6.5 µM – second read-out of Hep lipid drop, no call of its own (marks repeat the call); cell count; measured here: cell count, cytotoxicity flag;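 cells counted across two imaged fields per well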
bCat nuc transl cell count 5 µM – further read-out of bCat nuc transl, marked with its call; cell count; measured here: cell count, cytotoxicity flag
MT stabilizer Hoechst-high % – further read-out of MT stabilizer, marked with its call; % Hoechst-high responders; measured here: nuclear condensation Hoechst responders;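 share of cells brighter than vehicle mean plus two SD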
MT stabilizer cytotoxicity % – second read-out of MT stabilizer, no call of its own (marks repeat the call); toxicity, %; measured here: cytotoxicity by cell density;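 0% = mean cell density of plate MIN control wells and 100% = no cells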
Autophagy HCS cell loss 18 h – also measured in Autophagy HCS; calls as there; toxicity, %; measured here: cell loss, nuclei count;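 cell loss after 18 h compound exposure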
* = called active by the depositor; i = inactive; . = not tested or not shown. Hits appear at their usual frequency; any-hit rate near 4%.

SMILES | Dynein transport nuclear GR-EGFP | WT yeast gro inh | MT stabilizer | Hep lipid drop cells 6.5 µM | ER stress rescue | Dynein transport | Insulin prom up cell count | Insulin prom up | Autophagy HCS | Autophagy HCS cell loss 18 h | Dynein transport cell count | bCat nuc transl | WT yeast gro inh mutant strain | bCat nuc transl cell count 5 µM | Dynein transport cytoplasmic EGFP | XIAP displacement | Hep lipid drop | MT stabilizer cytotoxicity % | MT stabilizer Hoechst-high %
O=C(OCc1nnc(-c2ccccc2)o1)c1cn(-c2ccccc2)nc1-c1ccccc1 | 0.83 | -3 | 5.8 | . | 3.7% | 1.9 | 1079 | -1.6 | i | 23 | -0.48 | 0.4 | -4 | 1021 | -0.31 | -4.5% | . | 25 | 3.2
O=[N+]([O-])c1ccccc1N/N=C/c1ccc2c(c1)OCO2 | 0.79 | 13 | 5.1 | 666 | -0.9% | 0.15 | 1470 | 0 | i | -2 | -1.9 | 0.0 | 17 | 1456 | -0.11 | -2.9% | 46 | 1.0 | 1.9
Cc1[nH]nc2c1C(c1cn[nH]c1-c1ccc(F)cc1)C(C#N)=C(N)O2 (stereo not drawn) | 0.81 | -10 | 2.5 | . | 0.0% | 0.5 | 1492 | -0.03 | i | 7 | 0.02 | -3.1 | -12 | 955 | -0.1 | -11% | . | 0.1 | 1.6
c1cc2c3c(cccc3c1)NC1(CCCCCC1)N2 | 0.18 | 11 | 3.6 | 632 | -1.5% | -0.56 | 615 | -4.1 | i | 19 | 0.28 | 1.7 | 14 | 1086 | -0.13 | 0.4% | -18 | 11 | 2.6
N#CC1=C2SCN(c3ccccc3)CN2C(=O)CC1c1c(Cl)cccc1Cl (stereo not drawn) | -0.73 | 3 | 2.5 | . | -2.0% | -1.3 | 1052 | 0.25 | i | -9 | 0.79 | . | 1 | . | -0.25 | -4.1% | . | 4.7 | 3.4
COc1ccccc1N1CCN(S(C)(=O)=O)CC1 | 0.013 | -12 | 2.5 | 785 | 1.5% | -0.3 | . | . | i | -2 | 0.59 | -12 | -5 | 966 | -0.25 | -3.3% | 11 | 8.2 | 1.7
CCc1ccn2cc(-c3ccc4c(c3)OCO4)nc2c1 | 0.45 | . | . | 701 | . | -0.71 | 1005 | 0.03 | . | . | 0.9 | 0.0 | . | 1391 | -0.26 | . | -25 | . | .
CN(C)CC(=O)c1ccc(-c2ccccc2)cc1 | 0.3 | -7 | 4.3 | . | -1.3% | -0.08 | 1239 | 0.46 | i | -4 | -0.54 | -1.8 | -2 | 689 | -0.23 | -3.4% | . | 5.5 | 3.0
Cc1cc(C)nc(NS(=O)(=O)c2ccc(-n3cccc3)cc2)n1 | 0.065 | -10 | 5.5 | 776 | 1.5% | -0.4 | 1276 | 0.3 | i | 3 | -0.21 | -3.0 | -13 | 1188 | -0.28 | -5.5% | 9 | 97 | 1.1
CCCN1CCN(c2nc3c([nH]2)c(=N)ncn3CC(O)CO)CC1 (stereo not drawn) | 0.31 | 7 | 1.6 | . | 2.0% | 0.95 | 1325 | 1.3 | i | -1 | -1.1 | -7.4 | 12 | 965 | -0.15 | -4.0% | . | 2.9 | 2.2
Cc1cc(Cl)c(S(=O)(=O)NCCC(=O)O)cc1OCC(N)=O | -0.36 | -9 | 4.3 | 704 | -1.8% | -0.32 | 1305 | 1.1 | i | 23 | 1.2 | . | -14 | . | -0.25 | -6.4% | 0 | 4.2 | 2.6
CCN(CC)S(=O)(=O)c1cc([N+](=O)[O-])ccc1NNC(=O)Nc1ccc(Cl)c(Cl)c1 | -0.11 | 10 | 4.0 | 784 | -1.3% | -0.32 | . | . | i | 31 | 0.18 | . | 4 | . | 0.31 | -3.4% | -26 | 13 | 1.3
Cc1nc2c(-c3ccc(F)cc3)c(C)nn2c(C)c1CCC(=O)N1CCOCC1 | 0.23 | -4 | 3.3 | . | -0.6% | 0.29 | 1016 | 0.59 | i | 8 | -0.36 | . | -4 | . | -0.17 | -4.0% | . | 10 | 2.6
CC(NC(=O)Nc1ccc(F)cc1)C(c1cccs1)N1CCCC1 (stereo not drawn) | 0.55 | -30 | 3.0 | 633 | -2.5% | 0.78 | 1504 | -0.77 | i | 2 | -0.15 | -2.2 | 12 | 1108 | -0.22 | -3.4% | 7 | 6.2 | 2.5
COc1ccc(CN2CC(C(=O)NCCCN3CCN(C)CC3)CC2=O)cc1 (stereo not drawn) | 0.025 | 3 | 1.0 | 781 | -4.2% | -0.53 | 1010 | -0.78 | i | 11 | -0.0076 | -2.4 | 5 | 1189 | -0.12 | -8.8% | 16 | 7.3 | 1.2
CCC/C(O)=C1\C(=O)CC(C)(C)CC1=NCCO | -0.32 | 10 | 3.1 | . | -0.8% | -1.5 | 1654 | 1.3 | i | -12 | 1.2 | -5.2 | -5 | 686 | -0.2 | -1.6% | . | 7.8 | 1.8
COc1ccccc1-c1nnn(CC#N)n1 | 0.64 | -9 | 4.9 | . | -1.2% | 0.24 | 1230 | -0.21 | i | -5 | -2 | 0.7 | -39 | 1104 | -0.14 | -0.4% | . | 9.1 | 2.9
COc1cc(NC(=O)c2cccnc2SC)cc(OC)c1OC | 0.17 | -9 | 7.4 | 735 | . | -0.23 | 1218 | -0.4 | i | 1 | 1.7 | -0.3 | 11 | 1093 | -0.32 | -7.9% | 0 | 5.4 | 1.5
Nc1ncnc2nc(Sc3ccc(Cl)cc3)[nH]c12 | -0.45 | 1 | 3.3 | 604 | -0.2% | -0.16 | 1331 | 0.9 | i | 1 | -0.47 | . | 5 | . | -0.26 | -2.5% | 4 | 3.2 | 2.7
O=C(CN1C(=O)NC2(CCCC2)C1=O)Nc1ccc(F)c(F)c1F | 0.38 | 4 | 1.1 | 796 | -2.1% | 0.079 | 1001 | -0.38 | i | 0 | 0.042 | -1.0 | 11 | 1162 | -0.24 | -0.7% | 8 | 6.9 | 1.4
CC(=O)OC(C(=O)NCc1ccc2c(c1)OCO2)c1ccccc1Cl (stereo not drawn) | 0.0028 | 20 | 2.1 | . | -1.0% | -0.3 | 857 | 1.2 | i | 0 | 0.53 | 0.3 | 16 | 1176 | -0.23 | -5.0% | . | 9.4 | 1.9
O=C(CCC1CC(=O)Nc2ccccc21)NCc1ccc(F)cc1 (stereo not drawn) | 1.1 | -14 | 2.6 | . | -1.3% | 1.8 | 1268 | -0.05 | i | -3 | -1.6 | -1.6 | 2 | 864 | -0.03 | -2.4% | . | 9.9 | 2.9
NS(=O)(=O)c1ccc(CCNC(=O)c2ccccc2F)cc1 | 0.26 | 6 | 5.4 | . | -0.5% | 0.44 | 1125 | 0.42 | i | -1 | -1.6 | -3.9 | 8 | 923 | -0.088 | -2.9% | . | 5.9 | 3.7
Cc1cccc(/C(N)=N/OC(=O)N2c3ccccc3Sc3ccccc32)c1 | -0.7 | 67* | 2.0 | . | 0.6% | -0.61 | 916 | -1.4 | i | 4 | 0.9 | -1.0 | 54* | 897 | -0.23 | -7.6% | . | 1.4 | 0.6
C/C(=C1/SC(N2CC(C)OC(C)C2)=NC1=O)c1ccccc1 (stereo not drawn) | 0.35 | -19 | 4.1 | . | -0.8% | 0.17 | 833 | 0.95 | i | 36 | -0.36 | . | -13 | . | -0.22 | -2.6% | . | 4.0 | 2.2
CC(C)=C1C2CCC1C1C(=O)N(NC(=O)c3ccco3)C(=O)C21 (stereo not drawn) | -0.047 | -14 | 1.6 | 715 | -1.6% | -0.1 | 1185 | -0.2 | i | 10 | -0.95 | . | -2 | . | -0.21 | -9.4% | -5 | 7.8 | 3.8
COC(=O)c1sccc1NC(=S)N1CCCC(C)C1 (stereo not drawn) | -0.37 | 27 | 1.0 | 764 | 0.6% | -0.78 | 948 | -0.2 | i | -7 | 0.47 | -0.8 | 23 | 1149 | -0.041 | -4.4% | -3 | 9.8 | 1.9
O=C(CN1CCN(Cc2ccc(Cl)cc2)C1=O)NCCCN1CCN(c2ccc(F)cc2)CC1 | 0.23 | 19 | 2.7 | 826 | 0.1% | 0.43 | 637 | -4 | i | 17 | 0.32 | . | 23 | . | -0.12 | -3.8% | 9 | 9.3 | 1.8

2 compounds drawn at random from the list so far, as already listed:
SMILES | Dynein transport nuclear GR-EGFP | WT yeast gro inh | MT stabilizer | Hep lipid drop cells 6.5 µM | ER stress rescue | Dynein transport | Insulin prom up cell count | Insulin prom up | Autophagy HCS | Autophagy HCS cell loss 18 h | Dynein transport cell count | bCat nuc transl | WT yeast gro inh mutant strain | bCat nuc transl cell count 5 µM | Dynein transport cytoplasmic EGFP | XIAP displacement | Hep lipid drop | MT stabilizer cytotoxicity % | MT stabilizer Hoechst-high %
Cc1cccc(/C(N)=N/OC(=O)N2c3ccccc3Sc3ccccc32)c1 | -0.7 | 67* | 2.0 | . | 0.6% | -0.61 | 916 | -1.4 | i | 4 | 0.9 | -1.0 | 54* | 897 | -0.23 | -7.6% | . | 1.4 | 0.6
C/C(=C1/SC(N2CC(C)OC(C)C2)=NC1=O)c1ccccc1 (stereo not drawn) | 0.35 | -19 | 4.1 | . | -0.8% | 0.17 | 833 | 0.95 | i | 36 | -0.36 | . | -13 | . | -0.22 | -2.6% | . | 4.0 | 2.2
